Screening data as filed in PubChem BioAssay.
BLM helicase inh – inhibitors of human Bloom syndrome helicase BLM. P54132. recombinant BLM DNA unwinding, fluorescence dequenching. hit rate 0.2% among 350,000. AID 2528. Potency, µM (doses to about 56.1 µM), inactives show at the highest dose activity change, negative = inhibition, actives largely listed as inhibitors;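 further: potency means the concentration at half of the fitted maximal effect; plate controls were vehicle for no effect and no enzyme for full effect; nearly all actives have a fitted effect of over 35% in size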
POLH inh – inhibitors of human DNA polymerase eta. Q9Y253. recombinant Pol eta, fluorescent DNA replication assay. Potency, µM (top dose mostly 114 µM), without a hit: at the top dose activity change, negative = inhibition, actives largely listed as inhibitors. hit rate 1.2% among 390,000. AID 588591; further: potency means the concentration at half of the fitted maximal effect; on the % scale 0 is the no-effect control and ±100 the full control effect
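Pol eta (10 nM) was preincubated with compounds for 15 min at room temperature, after which fluorescent replication substrate (50 nM final) was added to start the reaction. Fluorescence was read kinetically at 0 and 10 min.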
LDHA inh – LDHA (human) enzyme inhibition; purified LDHA, NADH/diaphorase-resazurin fluorescence; hits give low values; activity change, % (values are at about 110 or 230 µM); hit rate 0.15% among 480,000; in the data active means activity change below about -30%; inconclusive means mostly about -25% to -30%;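 further: plate controls were DMSO wells for no effect and wells without enzyme for full effect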
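Human LDH5 at 2 nM final in Tris HCl pH 7.4 with 0.06 mM NADH and 0.2 mM pyruvate, reacted 5 minutes at room temperature. Remaining NADH coupled via diaphorase/resazurin; resorufin fluorescence read at 0 and 20 minutes, normalized to enzyme-free and DMSO wells.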
Pol kappa inh – DNA polymerase kappa (human) inhibition; purified Pol kappa, fluorescent DNA synthesis assay, 10 min; AID 588579; hit rate 0.53% among 400,000; Potency, µM (top dose mostly 107 µM), for the others: at the highest dose activity, negative = inhibition, actives largely listed as inhibitors; Q9UBT6; further: potency means the concentration at half of the fitted maximal effect; on the % scale 0 is the no-effect control and ±100 the full control effect
Target sequence (Q9UBT6 whole entry, looked up): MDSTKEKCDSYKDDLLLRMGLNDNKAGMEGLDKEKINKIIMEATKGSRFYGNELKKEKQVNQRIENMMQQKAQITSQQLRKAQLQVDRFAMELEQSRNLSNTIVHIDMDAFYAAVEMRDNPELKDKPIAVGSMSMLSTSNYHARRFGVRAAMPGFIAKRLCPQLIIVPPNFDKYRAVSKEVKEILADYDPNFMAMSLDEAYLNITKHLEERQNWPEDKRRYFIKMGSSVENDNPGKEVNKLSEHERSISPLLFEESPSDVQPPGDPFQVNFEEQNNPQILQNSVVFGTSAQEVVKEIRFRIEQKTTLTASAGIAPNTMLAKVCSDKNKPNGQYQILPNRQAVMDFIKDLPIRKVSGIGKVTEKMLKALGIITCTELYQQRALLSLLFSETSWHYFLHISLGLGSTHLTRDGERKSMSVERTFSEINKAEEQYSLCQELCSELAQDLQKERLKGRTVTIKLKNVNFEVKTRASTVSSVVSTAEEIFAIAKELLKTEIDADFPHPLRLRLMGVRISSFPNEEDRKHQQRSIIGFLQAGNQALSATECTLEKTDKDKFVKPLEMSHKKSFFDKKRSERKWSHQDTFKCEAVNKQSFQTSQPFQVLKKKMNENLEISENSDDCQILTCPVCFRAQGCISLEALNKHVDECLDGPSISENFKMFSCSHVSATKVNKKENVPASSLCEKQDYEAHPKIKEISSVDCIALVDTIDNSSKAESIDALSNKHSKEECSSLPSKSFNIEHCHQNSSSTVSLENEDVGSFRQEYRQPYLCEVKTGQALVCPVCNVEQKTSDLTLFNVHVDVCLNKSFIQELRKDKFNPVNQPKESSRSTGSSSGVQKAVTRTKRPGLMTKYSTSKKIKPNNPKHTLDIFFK
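Readout: fluorescence, taken kinetically at 0 and 10 min. Conditions: 10 nM Pol kappa, 15 min RT compound preincubation, 50 nM substrate final. Controls: enzyme-free buffer wells.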
Glioma ERSR ind – induces the endoplasmic reticulum stress response in human glioma cells | AID 602332 | U87-MG GRP78 promoter luciferase reporter, 16 h | Potency, µM, for the others: at the highest dose activation, usual class: activators | hit rate 0.02% among 420,000; further: potency means the concentration at half of the fitted maximal effect; series mostly up to about 76 µM; % of control where 0% means no effect; nearly all actives have a fitted effect of over 35% in size
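Stably transfected U87-MG human glioma cells carrying a GRP78-based luminescent sensor were seeded at 1000 cells/well, pin-dosed with compounds and incubated 16 h. Luciferase reagent was then added, and end-point luminescence was read after 10 min at room temperature.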
POLI inh – blocks human DNA polymerase iota activity. AID 588590. Pol iota fluorescent replication assay, 10 min. Potency, µM (highest dose often 115 µM), inactives show at the top dose activity, negative = inhibition, usual class: inhibitors. hit rate 1% among 390,000. Q9UNA4; further: potency means the concentration at half of the fitted maximal effect
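Pol iota at 10 nM preincubated 15 min with compounds at room temperature; reaction started with fluorescent substrate, 50 nM final. Fluorescence read kinetically at 0 and 10 min; buffer-only wells as negative control.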
Apoferritin bind – binds horse apoferritin like a general anesthetic | P02791 | Potency, µM (highest dose often 77.5 µM), inactives show at the top dose activity change, negative = displacement, actives largely listed as inhibitors | hit rate 0.074% among 350,000 | apoferritin/1-aminoanthracene competitive binding, fluorescence; further: potency means the concentration at half of the fitted maximal effect; on the % scale 0 is the no-effect control and ±100 the full control effect; nearly all actives have a fitted effect of over 20% in size
Target sequence (P02791 2-175 limits assumed): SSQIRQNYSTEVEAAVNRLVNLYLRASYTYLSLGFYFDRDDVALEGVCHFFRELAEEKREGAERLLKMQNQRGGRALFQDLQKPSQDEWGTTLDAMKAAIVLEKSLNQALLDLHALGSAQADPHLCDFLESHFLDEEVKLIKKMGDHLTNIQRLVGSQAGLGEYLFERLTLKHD
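Read-out: endpoint 1-AMA fluorescence, excitation 380 nm and emission 535 nm, after compounds sit 10 min at room temperature with 10 uM horse-spleen apoferritin in 50% saturated 1-AMA/PBS. Values come from four-parameter Hill fits.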
APEX1 inh – blocks human APE1 abasic DNA cleavage | P27695 | recombinant APE1, TAMRA/BHQ-2 abasic DNA cleavage fluorescence | Potency, µM (top dose mostly 65.8 µM), inactives show at the highest dose activity change, negative = inhibition, hits mostly inhibitors | hit rate 0.35% among 350,000;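 further: potency means the concentration at half of the fitted maximal effect; plate controls were vehicle for no effect and reference inhibitor for full effect; nearly all actives have a fitted effect of over 55% in size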
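APE1 at 0.75 nM final was preincubated with compound 15 min at room temperature, then 50 nM double-stranded THF abasic-site substrate (5'-TAMRA/3'-BHQ-2) was added. Fluorescence (ex 525/em 598 nm) was read kinetically; third-minus-first read gave activity.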
Pol beta inh – DNA polymerase beta (human) inhibition; Pol beta primer extension/strand displacement, fluorescence kinetic; Potency, µM (series often up to 114 µM), for inactives: at the top dose activity change, negative = inhibition, actives largely listed as inhibitors; hit rate 1.3% among 340,000; AID 485314; further: potency means the concentration at half of the fitted maximal effect; on the % scale 0 is the no-effect control and ±100 the full control effect
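Pol beta (10 nM) and compounds were preincubated 15 min at room temperature, then 50 nM substrate (final) started primer extension/strand displacement. Reads were taken at 0 and 10 min; concentration-response data were fitted to a four-parameter Hill equation.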
* marks the source's active call; other numbers are inactive results; ? = inconclusive; . = not tested or not shown; & = joins results of further samples; [ ] = remark or other dose. Unless noted, the call rests on the fitted dose curve; in most records, active means well fitted curve in the direction sought with a large enough effect; inconclusive means small, poorly fitted or top-dose-only effect, or another doubt; inactive means no such curve, though single readings can be large; an effect the other way counts as inactive or inconclusive.

Start of the listing, in advance (nine entries):
Results follow in this order: BLM helicase inh, POLH inh, LDHA inh, Pol kappa inh, Glioma ERSR ind, POLI inh, Apoferritin bind, APEX1 inh, Pol beta inh
c1ccc(CCn2c(C3CC3)nc3ccccc32)cc1
→ 1%, -12%, -7, -6%, -3%, 11%, -10%, 5%, -3%
Cc1cccc(S(=O)(=O)c2c(C)cc(C)[nH]c2=O)c1
→ -2%, 2%, -13, -17%, -3%, -6%, -1%, 18%, 5%
Cc1ccc(C2Nc3ccccc3-c3nc4ccccc4n32)o1 (centres undefined)
→ -2%, 0%, 0, -15%, 4%, -5%, 0%, -6%, 0%
Cc1ccccc1OCC(=O)Nc1ccc2nc(SCC(N)=O)sc2c1
→ -7%, -11%, -7, -9%, 0%, 6%, 2%, ., ?
CCOC(=O)C1CCN(C(=O)CSc2ccccc2Cl)CC1
→ -1%, -11%, -1, 0%, -4%, 90%[activator], -9%, -2%, -8%
Nc1cc2c([N+](=O)[O-])cccc2o1
→ -3%, -16%, -5, -5%, 9%, 1%, ?, -7%, -18%
Cc1cc(C(=O)OCC(=O)c2cccc([N+](=O)[O-])c2)c2ccccc2n1
→ 3%, 0%, ?, -3%, -3%, 19%, -2%, 6%, 21%
CN(C)S(=O)(=O)c1ccc2c(c1)nc(CCC(=O)Nc1ccc(N3CCOCC3)cc1)n2C
→ -12%, 7%, -8, 1%, -1%, 21%, -4%, 1%, 0%
CC(=O)Nc1ccc(NC(=O)CCS(=O)(=O)c2ccc3c(c2)oc(=O)n3C)cc1
→ 0%, 11%, 0, 3%, -4%, -2%, -2%, 1%, -4%

All compounds of this part, from the start:
Results follow in this order: BLM helicase inh, POLH inh, LDHA inh, Pol kappa inh, Glioma ERSR ind, POLI inh, Apoferritin bind, APEX1 inh, Pol beta inh
c1ccc(CCn2c(C3CC3)nc3ccccc32)cc1
→ 1%, -12%, -7, -6%, -3%, 11%, -10%, 5%, -3%
Cc1cccc(S(=O)(=O)c2c(C)cc(C)[nH]c2=O)c1
→ -2%, 2%, -13, -17%, -3%, -6%, -1%, 18%, 5%
Cc1ccc(C2Nc3ccccc3-c3nc4ccccc4n32)o1 (centres undefined)
→ -2%, 0%, 0, -15%, 4%, -5%, 0%, -6%, 0%
Cc1ccccc1OCC(=O)Nc1ccc2nc(SCC(N)=O)sc2c1
→ -7%, -11%, -7, -9%, 0%, 6%, 2%, ., ?
CCOC(=O)C1CCN(C(=O)CSc2ccccc2Cl)CC1
→ -1%, -11%, -1, 0%, -4%, 90%[activator], -9%, -2%, -8%
Nc1cc2c([N+](=O)[O-])cccc2o1
→ -3%, -16%, -5, -5%, 9%, 1%, ?, -7%, -18%
Cc1cc(C(=O)OCC(=O)c2cccc([N+](=O)[O-])c2)c2ccccc2n1
→ 3%, 0%, ?, -3%, -3%, 19%, -2%, 6%, 21%
CN(C)S(=O)(=O)c1ccc2c(c1)nc(CCC(=O)Nc1ccc(N3CCOCC3)cc1)n2C
→ -12%, 7%, -8, 1%, -1%, 21%, -4%, 1%, 0%
CC(=O)Nc1ccc(NC(=O)CCS(=O)(=O)c2ccc3c(c2)oc(=O)n3C)cc1
→ 0%, 11%, 0, 3%, -4%, -2%, -2%, 1%, -4%
O=C(CCNC(=O)C1CCN(S(=O)(=O)c2ccc(F)cc2)CC1)Nc1ccccc1
→ -3%, -1%, -8, 1%, -4%, 1%, 9%, 8%, 2%
N#Cc1ccc(CN2CCC3(CC2)CCN(C(=O)c2cnccn2)CC3)cc1
→ 1%, ., ., -3%[60.1 µM], -3%, ., ., 5%, .
O=C(O)CCC(=O)OCCCc1cc2ccccc2c(=O)o1
→ ., 13%, -3, -17%, -5%, -17%, ., 8%, .
CC(=O)N1CC(C)Sc2ccc(S(=O)(=O)NCc3ccc(F)cc3)cc21 (centres undefined)
→ -2%, -9%, 1, 2%, 1%, -14%, -9%, 12%, 0%
CN1CC[C@@]2(CCCN(C(=O)c3cccc(F)c3)C2)C1
→ 5%, ., ., -8%[60.1 µM], -1%, ., ., 0%, .
N#C/C(=C/c1ccc(N2CCOCC2)o1)c1ccc(Br)cc1
→ -6%, 10%, 13, -9%, 8%, ?, ?, -2%, 0%
C=CCSc1nnc2n(CCc3ccccc3)c(=O)c3c4c(sc3n12)COC(C)(C)C4
→ -1%, -1%, -8, -21%, -1%, -2%, -7%, 2%, 2%
CCCCOc1ccc(C(=O)NN2CCOCC2)cc1
→ ., -16%, 1, -5%, -1%, -23%[58.9 µM], ., ., .
CC(=O)Nc1ccc2ccc3cccc4ccc1c2c34
→ 1%, -13%, -4, -6%, -3%, 22%, 61%[activator], 3%, 32%
COc1ccc2c(c1OC)C(=O)OC2Nn1cncn1 (centres undefined)
→ -5%, -7%, 0, 0%, -1%, -7%, 9%, -1%, 2%
Cc1occc1C(=O)N/N=C/c1ccc[nH]1
→ ., -17%, 1, 5%, 2%, 23%, ., ., .
Cc1ccc(N(C(=O)C(F)(F)F)C(C(=O)NC2CCCCC2)c2ccncc2)cc1C (centres undefined)
→ -7%, 3%, 0, 3%, 2%, -20%, -5%, 1%, -1%
CC(=O)NC(Cc1ccccc1)C(=O)NC1CCN(C(=O)c2ccc([N+](=O)[O-])cc2)CC1 (centres undefined)
→ -1%, 3%, -1, 4%[60.1 µM], 1%, -14%, 3%, 0%, 1%
O=C(NC(=S)Nc1cccc2cc(O)ccc12)c1ccccc1Br
→ -8%, ?, 14, -15%, -3%, ?, ?, 35%, -13%
COc1ccccc1-c1noc(-c2ccccc2)n1
→ -14%, -3%, -5, -20%, -1%, 27%, 4%, -2%, 0%
O=S1(=O)CCN(OCc2ccc(F)cc2Cl)CC1
→ -5%, -14%, -6, -7%, 1%, 5%, -8%, -5%, -6%
CCOC(=O)C1CCCN(C(=O)Cn2ncc3c([nH]c4ccc(C)cc43)c2=O)C1 (centres undefined)
→ 2%&6%, -2%&-14%, 5&-3, -4%&-3%, -2%&-3%, -2%&3%, -10%&-1%, 77%, 6%&-2%
CCN1CCc2c(sc(-n3cccc3)c2C(C)NC(=O)Nc2ccccc2C)C1 (centres undefined)
→ -1%, -10%, -6, -3%, 2%, 8%, -11%, ., 16%
COc1cc(C=O)ccc1Oc1nc(Nc2ccc(F)cc2F)nc(N2CCOCC2)n1
→ -11%, ?, -5, -9%, -2%, 87%[activator], -19%, -7%, 7%
CCCCCNC(=O)CC1Nc2c3ccccc3nc(=S)n2C1=O (centres undefined)
→ -1%, 13%, 0, -16%, -5%, 9%, -13%, 0%, 5%
NC(=O)C1(N2CCCCC2)CCN(C(=O)CSc2nc3ccccc3s2)CC1
→ 1%, -8%, -5, -20%, -4%, 4%, 1%, -3%, -17%
O=C(Cn1nc(-c2ccccc2)ccc1=O)NCCN1CCN(c2cccc(Cl)c2)CC1
→ 3%, -15%, 3, -14%, -5%, ?, ?, 3%, 2%
Cc1nc(Nc2nc3ccccc3o2)nc(C)c1C(=O)Nc1ccc(F)cc1
→ -4%, -18%, -2&-8, -11%, 1%, 5%, -9%, 16%, 29%
O=C(Nc1ccccc1F)Nc1cccnc1Cl
→ ., 2%, -5, -11%, 6%, 13%, ., ., .
CC1CC(C)CN(CCCSc2ccccc2)C1 (centres undefined)
→ -12%, -18%, -15, 4%, -3%, 14%, -8%, -1%, ?
CCOC(=O)Cc1nc2cc(Cl)ccc2o1
→ -4%, -9%, -6, -19%, -3%, 123%[activator], ?, 4%, -25%
CCN(CC)S(=O)(=O)c1ccc(/C(O)=C2/C(=O)C(=O)N(CCOC)C2c2ccccc2)cc1 (centres undefined)
→ 3%, -2%, 4, -6%, -6%, 5%, -5%, -1%, 0%
C=CCNC(=S)Nc1ccc(C)cc1[N+](=O)[O-]
→ -2%, -4%, -1, 9%, 4%, -19%, -11%, 19%, 70%
CC(=O)c1cccc(NC(=O)c2ccc(OCc3c(C)noc3C)cc2)c1
→ ., -7%, -6, 5%, -4%, 42%, ., 1%, .
O=C(CN1CCN(Cc2ccccc2)CC1)N1CCN(c2ccccc2)CC1
→ -4%, 4%, -2, -1%, -2%, 17%, -7%, -1%, -11%
Cc1ccc(Cn2c(SCC(=O)C(C)(C)C)nc3ccsc3c2=O)cc1
→ -8%, 11%, -3, -14%[60.1 µM], -4%, -16%, 4%, ., 4%
CCOC(=O)Cn1cc([N+](=O)[O-])c(OC)n1
→ 1%, -25%, 0, -9%, -5%, 11%, -4%, 3%, 6%
CCC(c1nnnn1Cc1cccs1)N1CCN(C(=O)c2ccco2)CC1 (centres undefined)
→ -2%, -11%, 0, 8%, 6%, 15%, -4%, 1%, 12%
Cc1cc(Cn2ccnc2)c(C)c([N+](=O)[O-])c1Cn1ccnc1
→ 3%, -1%, -4, -13%, -7%, 2%, -13%, -12%, 7%
CCOC(=O)N1CCN(c2c(NCCCN(CC)Cc3ccccc3)c(=O)c2=O)CC1
→ -1%, -6%, 4, 0%, -4%, 20%, -14%, 0%, 1%
CCn1cc(C(=O)NCc2ccccc2Cl)c(=O)c2cc(S(=O)(=O)N3CCc4ccccc4C3)ccc21
→ -6%, -24%, 5, 3%, -3%, 7%, -4%, ., 31%
CC(=O)Nc1ccc(S(=O)(=O)NC(CC(=O)NCCc2ccccc2)C(C)C)cc1 (centres undefined)
→ 1%, 8%, -6, -3%, ?, ?, -5%, -1%, 0%
CCc1noc(C)c1C(=O)N1CCCC1
→ 1%, -13%, -13, -1%, -3%, 3%[58.9 µM], -7%, 1%, 1%
COc1ccc(-c2ccc(=O)n(Cc3c(F)cccc3Cl)n2)cc1
→ -1%, -8%, -4, -3%, 6%, -15%, ?, 38%, 0%
CCc1sc(C(=O)Nc2ccc(OC)c(S(=O)(=O)N3CCOCC3)c2)cc1C
→ ., -26%, -1, -1%, -5%, 2%, ., 1%, .

These rows are one share of the data, so the mix of outcomes need not match the whole.
